From PubChem BioAssay
LGR2 antag = inhibitors of bursicon-induced LGR2 CRE-luciferase signal, primary screen, cell-based, HEK293, CRE-luciferase reporter, bursicon stimulation; Drosophila bursicon receptor LGR2 (rickets); AID 720647, 2013; inhibition, % at 9.99 µM; bursicon-stimulated, 4 h; 380,000 compounds, 0.35% hits;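 active = drop in luminescence signal, shown as inhibition above about 50% in the replicate tests, limit read from the data, passing the limit was not always enough; inconclusive = probably only some replicates passing the limit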;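 note: agonist challenge used bursicon conditioned medium at about half maximal strength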
S100A4 MyoIIA = inhibitors of S100A4-myosin IIA peptide binding, primary screen, biochemical, fluorescence polarization, TAMRA-MyoIIA peptide. Protein S100-A4 (Homo sapiens), P26447. inhibition, % at 10.7 µM. 360,000 compounds, 0.14% hits;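 active = mean inhibition of at least 70% across replicates, with every replicate also reaching that level; inconclusive = mean inhibition reaches 70% but some replicates fall short; inactive = mean inhibition below 70%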
Target sequence (P26447 whole entry, looked up): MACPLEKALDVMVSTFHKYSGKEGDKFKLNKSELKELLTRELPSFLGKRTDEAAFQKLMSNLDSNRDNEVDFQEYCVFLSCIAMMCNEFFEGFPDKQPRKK
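Material: S100A4 monomer (human). Medium: Calcium-containing HEPES buffer, pH 7.2. Probe or stimulus: labelled myosin peptide probe, 5 nM. Compound dosing: one concentration per compound. Timing: polarization read 5 min after assay mix addition, stable 5–60 min. Benchmarks: DMSO as neutral control, TFP as positive control.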
Cneo AK release = Cryptococcus neoformans cell lysis inducers, primary screen, AK release luminescence, single concentration; lysis activity, % at 15 µM; C. neoformans lysis, adenylate kinase release luminescence, 4 h; normalised: neutral wells 0, clomiphene wells 100; 360,000 compounds, 0.2% hits; AID 651654, 2012;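 active = mean lysis activity across replicates of at least 80%, whatever share of replicates individually reach that level; inactive = mean lysis activity below 80%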
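Assay system: Cryptococcus neoformans yeast cells / Dosing: single-point compound dose / Timing: 4 h at 37 °C static, read 1 h later / Measured by: luminescence of released adenylate kinase using an AK detection reagent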
C2C12 statin = suppressors of statin myotoxicity in C2C12 myotubes, primary screen, cell-based, single point, plate reader; 330,000 compounds, 0.78% hits; rescue of ATP level, % at 7.49 µM; C2C12 myotubes + simvastatin, ATP luminescence, 48 h; scaled: DMSO 0, geranylgeraniol control 100; AID 602340, 2012;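 active = mean ATP rescue above about 67%, or every replicate alone reaching that limit, limit read from the data, passing the limit was not always enough; inconclusive = no clear call, values can overlap the other calls; inactive = mean under the limit and some replicate under it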;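 note: myotubes were challenged with 10 µM simvastatin during compound exposure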
SIRT5 inh = SIRT5 desuccinylase inhibitors, primary screen, biochemical, fluorescence imaging, single point, set 5; NAD-dependent protein deacylase sirtuin-5, mitochondrial (Homo sapiens), Q9NXA8; inhibition, % at 15 µM; 330,000 compounds, 1.1% hits; Purified SirT5, succinyl-peptide AMC, trypsin-coupled fluorescence; in the data active = inhibition above about 15%; inconclusive = no clear call, values can overlap the other calls
Target sequence (Q9NXA8 whole entry, looked up): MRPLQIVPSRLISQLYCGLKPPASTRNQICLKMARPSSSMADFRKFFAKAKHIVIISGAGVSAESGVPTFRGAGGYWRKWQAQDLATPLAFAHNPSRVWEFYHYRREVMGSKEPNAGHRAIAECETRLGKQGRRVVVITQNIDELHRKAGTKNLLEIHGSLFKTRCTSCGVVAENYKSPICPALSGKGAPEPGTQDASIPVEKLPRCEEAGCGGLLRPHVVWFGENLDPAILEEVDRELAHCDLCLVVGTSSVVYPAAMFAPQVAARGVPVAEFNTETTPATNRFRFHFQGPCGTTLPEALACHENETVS
PGC1a acetyl inh = inhibitors of PGC1a acetylation signal, primary screen, cell-based, U2OS, AlphaScreen, inhibitor mode | AlphaScreen anti-acetyl-lysine; with virally co-expressed GCN5 acetyltransferase | inhibition, % at 15.6 µM | 350,000 compounds, 0.17% hits;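 active = every replicate shows inhibition of at least 40%; inconclusive = mean inhibition at least 40% but some replicate below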;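 note: 0% = neutral control wells and 100% = positive control wells; some results beyond the cut were filed as inactive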
Xi reactivation = activators of inactive X chromosome reactivation, primary screen, imaging, XiGFP fibroblasts, GFP high-content imaging, set 2; 360,000 compounds, 0.055% hits; AID 743238, 2013; activation, % at 7.58 µM; XiGFP mouse fibroblasts, % GFP-positive cells imaging, 3 d; cells co-treated with 5-aza-dC sensitizer; scaled so ellipticine positive control = 100%;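 active = mean normalized replicate activation at least 10% and every replicate at or above 10%; inconclusive = only one of the two criteria met; inactive = mean below 10% and not all replicates reach 10%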;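 note: 0% = median of on-plate neutral control wells and 100% = ellipticine 6 µM median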
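Assay system: SV40-immortalized XiGFP fibroblast cells, line 68-5-11; buffer or medium: DMEM plus 5-aza-dC sensitizer; compound: one concentration, pinned; timing: compounds 3 days, fix/stain 15 min at room temperature; benchmarks: positive control ellipticine, 6 µM final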
ERAP1 HTS inh = human ERAP1 aminopeptidase inhibitors, primary screen, biochemical, single point, plate reader; Endoplasmic reticulum aminopeptidase 1 (Homo sapiens), Q9NZ08; recombinant ERAP1, Leu-AMC fluorescence, 60 min; inhibition, % at 10.7 µM; 340,000 compounds, 0.15% hits;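 active = mean replicate inhibition of at least 30%, or all replicates individually reaching that 30% level; inactive = mean below 30% and not every replicate reaching it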;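 note: 0% = neutral control wells and 100% = L-leucinethiol positive control wells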
* hit, by the source's call; ? = inconclusive; nt = no result given; & = joins results of further samples; ! = not active in a repeat.

SMILES | LGR2 antag | S100A4 MyoIIA | Cneo AK release | C2C12 statin | SIRT5 inh | PGC1a acetyl inh | Xi reactivation | ERAP1 HTS inh
Cc1ccc(NC(=O)C[C@H]2CC[C@H]3[C@@H](COc4ccc(NC(=O)C(C)C)cc4C(=O)N3C)O2)cc1 | -23 | 0 | -1 | -4 | -4 | -2 | 0.2 | 3
O=C(C1=C[C@@H](c2ccc(Br)cc2)C[C@@H](OCCCCO)O1)N1CCN(Cc2ccccc2)CC1 | -9 | -3&0 | 4&-3 | -24 | 4&1 | 3 | 0.0 | -9&0
Cc1noc(C)c1NC(=O)Nc1cccc2c1O[C@@H](CN(C)S(=O)(=O)c1cccs1)[C@H](C)CN([C@@H](C)CO)C2=O | -17 | ? | 0 | 25 | -3 | 5 | -0.5 | nt
CC(C)(C)OC(=O)N1C[C@H](O)C[C@H]1C(=O)OCC(=O)c1ccc([N+](=O)[O-])cc1 | -6 | 0 | 0 | 8 | -3 | -1 | 0.0 | -5
NNC(=O)c1cc(S(=O)(=O)N2CCOCC2)c[nH]1 | -13 | -12 | -1 | 5 | 0 | 2 | 0.0 | 0
O=C(O)c1ccc(N/N=C/c2cc3cc4c(cc3nc2Cl)OCCO4)cc1 | 60* | 1 | -1 | 23 | -3 | -1 | 0.0 | -25
CCCN1C[C@@H](C)[C@@H](OC)CN(C)C(=O)c2cc(NC(=O)C3CCC3)ccc2OC[C@H]1C | 11 | nt | 0 | -6 | nt | -10 | 0.0 | nt
C=C1CCN(Cc2ccccc2)S(=O)(=O)c2ccccc21 | 0 | -2 | 1 | -3 | -5 | nt | 0.1 | -6
CCC(=O)NNc1nc2c(C)cccc2s1 | 9 | 4 | 2 | 0 | -5 | 12 | 0.1 | -1
C[C@]12CC[C@@H]3c4ccc(O)cc4CC[C@H]3[C@@H]1CC[C@@H]2OC(=O)CCC(=O)O | -3 | 1 | 0 | 1 | 2 | 0 | 5.8 | 0
C[C@H](CO)N1C[C@H](C)[C@H](CN(C)S(=O)(=O)c2ccccc2)Oc2ccc(NC(=O)Nc3ccccc3)cc2CC1=O | 6 | 1 | -1 | -57 | 1 | -7 | 0.0 | -6
COc1cccc(NC(=O)C(=O)N/N=C/c2cc(C)n(-c3ccc(Cl)c(Cl)c3)c2C)c1 | -26 | -4 | -1 | 1 | -4 | -3 | nt | 2
COC(=O)C1=C(C)N(Cc2cccc(C(F)(F)F)c2)C(=NCc2ccc(OC)cc2)NC1c1cccc(F)c1 (configuration not stated) | 16 | 21 | nt | nt | -1 | nt | -0.1 | 1
CC(C)N(C(=O)COC(=O)c1ccc(Cl)s1)c1ccccc1 | -2 | -2 | -1 | -10 | -1 | 6 | 0.1 | -1
COc1cccc2c(N/N=C/c3ccco3)cc(C)nc12 | -13 | -2 | nt | nt | -6 | nt | 0.0 | -1
O=C(NC(=S)Nc1ccc(Cl)cc1)c1ccccc1 | -41 | -1 | 3 | -11 | -4 | nt | 0.2 | 1
CC(C)CC(COCc1ccc(F)cc1)N1CCN(C(=O)c2cccc(C(F)(F)F)c2)CCC1=O (configuration not stated) | nt | 0 | -4 | -12 | -1 | nt | 0.1 | 1
COc1ccc(-c2noc(CN(C)CCC3CCCCO3)n2)cc1 (configuration not stated) | -20 | -5 | 3 | 4 | -3 | 6 | 0.0 | 2
CCCCn1cc(C(C)(C)C)c(C#N)c1NC(C)=O | -5 | 0 | 2 | -1 | nt | 2 | 0.1 | -6
CC(=O)Nc1ccc(C(=O)NNC(=O)CCCCC(=O)NNC(=O)c2ccc(NC(C)=O)cc2)cc1 | -3 | 4 | nt | nt | 3 | nt | 0.2 | nt
Nc1sc(-c2ccccc2)cc1C(=O)N/N=C/c1ccc(Cl)cc1 | -23 | 2 | -5 | nt | -1 | -3 | -0.1 | 1
COc1ccc(F)cc1C(=O)C1CCCN(C(=O)CSc2ccccn2)C1 (configuration not stated) | -18 | 4 | 2 | 7 | -4 | -6 | 0.2 | 4
Cn1c(N)c(C(=O)COC(=O)[C@H](Cc2ccccc2)N2C(=O)c3ccccc3C2=O)c(=O)n(C)c1=O | -5 | nt | nt | 10 | nt | -2 | 0.0 | nt
CCc1csc(N2[C@H](CNCCOC)[C@H](c3ccccc3)[C@@H]2CO)n1 | -9 | nt | -5 | -8 | nt | -16 | -0.1 | nt
O=C(NC(=S)Nc1ccc(Br)cn1)c1cccs1 | -11 | 11 | -3 | nt | -2 | 5 | 0.1 | -2
O=C(COC(=O)CNS(=O)(=O)c1ccc(F)c(F)c1F)NC1CCCC1 | 7 | -4 | nt | nt | -2 | nt | 0.7 | 2
CCS(=O)(=O)N1CCCCN2[C@@H](CO)[C@@H](c3ccc(C4=CCCC4)cc3)[C@@H]2C1 | 9 | -6 | 2 | 6 | -4 | -4 | 0.0 | -2
N/C(=N\O)c1ccncc1 | 3 | -1 | 1 | nt | -3 | -11 | 0.2 | nt
O=C(CN1CCN(Cc2ccc(F)cc2Cl)C1=O)NCCCN1CCOCC1 | 10 | -2 | 0 | -9 | 0 | 8 | 0.0 | 3
COc1ccc(-c2ccc3c(c2)[C@H]2[C@H](CCN2C(=O)c2cnccn2)[C@H](CO)N3)cc1 | -32 | -3 | 1 | -23 | 5 | -5 | 0.0 | 1
COC(=O)c1cc(NC(=O)c2cccc(F)c2)cc(C(=O)OC)c1 | 11 | -1 | 1 | -4 | 10 | 10 | 1.3 | 2
CCn1c(SCC(=O)NC(C)c2ccccc2)nc2ccccc21 (configuration not stated) | -8 | 3 | 0 | -9 | 1 | 2 | nt | 2
CC(C)NC(=O)N1[C@@H](CO)[C@@H](c2ccccc2)C12CN(Cc1ccc(F)cc1)C2 | 5 | 8 | nt | nt | 1 | -5 | 0.0 | 0
O=C(CCn1c(=O)oc2ccccc21)N(Cc1ccccc1)c1ccccn1 | 0 | nt | -1 | -4 | nt | 9 | nt | nt
COc1ccccc1CCNC(=O)C(=O)NCC1CCCN1S(=O)(=O)c1ccccc1 (configuration not stated) | 17 | 4 | 3 | -4 | -3 | nt | 0.1 | 1
CN1C(=O)c2cc(NC(=O)Nc3ccccc3F)ccc2OC[C@H]2O[C@@H](CC(=O)NCc3ccc(-c4ccccc4)cc3)CC[C@H]21 | 0 | 5 | -7 | 21 | 1 | -2 | 0.1 | -4
CCc1ccc(N(C(=O)c2csnn2)C(C(=O)NC2CCCCC2)c2cccnc2)cc1 (configuration not stated) | 9 | -1 | nt | -3 | -1 | -7 | 0.1 | -3
CCCCSc1cc(=O)[nH]c(N)n1 | 0 | 0 | -1 | 7 | -4 | -6 | 0.5 | nt
C[C@H]1CN([C@@H](C)CO)C(=O)CCCn2nncc2CO[C@@H]1CN(C)C(=O)c1ccc2ccn(C)c2c1 | 42 | 2&1 | 3&-4 | 0&1 | 38*! | 10&-4 | -0.1&0.1 | 10&0
CC(C)c1ccc(NC(=O)C2CCCN(S(=O)(=O)c3ccc4c(c3)C(C)(C)C(=O)N4C)C2)cc1 (configuration not stated) | 10 | -1 | -1 | -20 | 0 | 10 | 0.0 | 3

Part of the list above with just Cneo AK release, SIRT5 inh and S100A4 MyoIIA.
Structure | Cneo AK release | SIRT5 inh | S100A4 MyoIIA
CCc1ccc(N(C(=O)c2csnn2)C(C(=O)NC2CCCCC2)c2cccnc2)cc1 (configuration not stated) | nt | -1 | -1
CCCCSc1cc(=O)[nH]c(N)n1 | -1 | -4 | 0

Continued:
SMILES | LGR2 antag | S100A4 MyoIIA | Cneo AK release | C2C12 statin | SIRT5 inh | PGC1a acetyl inh | Xi reactivation | ERAP1 HTS inh
Cc1nc2ccc(NC(=S)N3CCC(C)CC3)cc2nc1C | -71 | -1 | -4 | 5 | 0 | 6 | 0.0 | -3
CCCN1C[C@@H](C)[C@H](OC)CN(C)C(=O)c2cc(NC(=O)Nc3cccc(F)c3)ccc2OC[C@@H]1C | 1 | nt | -5 | -58 | nt | -18 | 0.4 | nt
O=S(c1cc(Cl)cc(Cl)c1O)c1cc(Cl)cc(Cl)c1O | -1 | -2 | nt | nt | 1 | nt | 0.0 | 20
Cc1nn(C)c(C)c1S(=O)(=O)N(CC(=O)Nc1ccc2c(c1)OCO2)c1ccc(C(C)C)cc1 | 1 | -6 | -2 | nt | -3 | 2 | 0.3 | 5
COc1ccc(N=Nc2cc(C)ccc2O)cc1 | 22 | -5 | nt | nt | -2 | 8 | -0.3 | -1
COC(=O)C1=C(N)Oc2cc(C)[nH]c(=O)c2C1c1cc(OC)c(OC)c(OC)c1 (configuration not stated) | 21 | nt | 13 | 21 | nt | -6 | nt | nt
CCOc1ccc(NC(=O)Nc2ccc3c(c2)nnn3C)cc1 | -12 | -2 | -2 | 14 | 0 | 4 | nt | -3
c1coc(CNCCCN2CCOCC2)c1 | -11 | nt | 0 | 6 | nt | -12 | nt | nt
CC(C)CC#Cc1cnc2c(c1)C(=O)N([C@@H](C)CO)C[C@H](C)[C@@H](CN(C)C(=O)Cc1ccncc1)O2 | 2 | -5 | -2 | -2 | 10 | -2 | -1.0 | 1
C[C@H](CO)N1C[C@H](C)[C@@H](CN(C)Cc2cccnc2)Oc2ncc(-c3ccc(F)cc3)cc2C1=O | 3 | 1 | -1 | 1 | 1 | -7 | -0.3 | 3
Cc1noc(C)c1NC(=O)Nc1ccc2c(c1)CC(=O)N([C@@H](C)CO)C[C@H](C)[C@H](CN(C)C(=O)Nc1ccc(C(F)(F)F)cc1)O2 | -5 | 13 | -1 | -6 | 3 | -1 | -1.0 | 1
COc1ccccc1NC(=O)N1CC(=O)N2[C@H](CO)[C@@H](c3ccc(C#CC(C)C)cc3)[C@@H]2C1 | -5 | -8 | nt | nt | 2 | -5 | 0.0 | 2
COCCn1nnnc1C(c1ccccc1)N1CCN(Cc2ccc3c(c2)OCO3)CC1 (configuration not stated) | -23 | nt | 2 | 108* | nt | -7 | nt | nt
COc1ccc(C(=O)N/N=C(\CCC(=O)O)c2ccc(C(C)(C)C)cc2)cc1OC | -3 | -3 | nt | nt | -1 | 2 | 0.3 | -6
C[C@@H]1CN([C@H](C)CO)C(=O)Cc2cc(NC(=O)c3ccncc3)ccc2O[C@@H]1CN(C)Cc1ccc(C(=O)Nc2ccccc2N)cc1 | 4 | 6 | nt | nt | nt | 2 | -0.1 | 1
COc1cccc(-c2noc(CCC(=O)NC3CCCC3)n2)c1 | -17 | -3 | -1 | nt | -3 | nt | 0.1 | -2
COc1ccc(NC(=O)C2(C)Cc3c(-c4ccc(N(C)C)cc4)ccnc3O2)cc1OC (configuration not stated) | -31 | -3 | -1 | nt | -4 | nt | 0.2 | 1

A portion of the library (hit frequency here may not be typical).
